PLK1 inh: human PLK1 kinase inhibitors, primary screen, biochemical, TR-FRET | recombinant PLK1 kinase, TR-FRET peptide phosphorylation | inhibition, % at 10 µM | actives 0.53% (n = 97,000) | AID 619, 2007;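 active = inhibition of 50% or more in the single-concentration screen; inactive = inhibition below 50%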;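 also: 0% = DMSO max control and 100% = H-89 dihydrochloride min control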
PTPN22 act: LYP phosphatase activators, primary screen, biochemical, DiFMUP fluorescence, 2 µM; activation, % at 2 µM; Tyrosine-protein phosphatase non-receptor type 22 (Homo sapiens), Q9Y2R2; AID 697, 2007; actives 0.11% (n = 96,000); recombinant LYP; 0 = plate median, 100 = signal doubled;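 active = activation at 2 µM above a set limit, the mean plus 5 SD, cut at about 37% in these data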
PLK1 PBD inh: Plk1 polo box domain binding inhibitors, primary screen, biochemical, fluorescence polarization. actives 0.13% (n = 97,000). inhibition, %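 (tested at about 20 µM)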. Plk1 PBD phosphopeptide binding; in the data active = inhibition above about 34%, passing the limit was not always enough
CYP2C9 activ: human CYP2C9 activators, primary screen, biochemical, luminescence; AID 1024, 2008; Cytochrome P450 2C9 (Homo sapiens), P11712; recombinant CYP2C9, luciferin-H conversion; stronger effect = higher value; factor 1 = untreated enzyme, 0 = blocked; actives 1.4% (n = 96,000); activation factor at 5 µM;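 active = activation factor of 2 or more for CYP2C9 at a 5 µM dose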;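 also: 0 = sulfaphenazole-blocked wells and 1 = vehicle-only wells; values of inactives mirror those of a sister screen read the other way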
CYP2C9 inhib: blockers of cytochrome P450 2C9 activity – biochemical, luminescence, ADME assay, primary screen. P11712. CYP2C9 Supersomes, luciferin-H conversion. inhibition, % at 5 µM. actives 20% (n = 96,000);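 active = blocking of liver enzyme CYP2C9 beyond about 50% at 5 µM, limit read from the data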; also: values of inactives mirror those of a sister screen read the other way
Rev-RRE block: HIV-1 Rev-RRE binding inhibitors, primary screen, biochemical, FRET, protein-RNA interaction. actives 0.79% (n = 97,000). Rev peptide-RRE RNA binding. inhibition, % at 8 µM. AID 704, 2007. P05866;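 active = inhibition above the screen-wide mean plus 3 SD, cut at about 35% in these data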;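 also: 0% = median DMSO wells and 100% = median Neomycin B control wells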
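System: Cy5-labelled duplex RRE RNA binding fluorescein-labelled HIV Rev peptide; Signal: fluorescein-to-Cy5 FRET, 480 nm excitation; Also added: labelled Rev peptide; Compound: one concentration, 8 µM nominal; Buffer or medium: HEPES pH 7.5 salt buffer with EDTA; Read-out: % inhibition of FRET ratio versus controls; Schedule: 5 min preincubation and 15 min binding, 25 °C.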
LYP inh 2: PTPN22 phosphatase inhibitors, primary screen, biochemical, DiFMUP fluorescence, 2 µM | Tyrosine-protein phosphatase non-receptor type 22 (Homo sapiens), Q9Y2R2 | inhibition, % at 2 µM | actives 0.21% (n = 96,000) | recombinant LYP catalytic domain;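 active = inhibition at 2 µM at or above a set limit, the screen mean plus 3 SD, cut at about 24% in these data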;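 also: 0% = DMSO with enzyme and 100% = enzyme fully blocked by orthovanadate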
EphB4 ephrin blk: EphB4-ephrin-B2 interaction antagonists, primary screen, biochemical, TNYL-RAW peptide probe, fluorescence polarization | EphB4 LBD / TNYL-RAW-Alexa532 peptide | inhibition, % at 7 µM | actives 0.15% (n = 97,000) | AID 720, 2007;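 active = inhibition above the screen-wide mean inhibition plus 3 SD, cut at about 15% in these data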;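 also: 0% = DMSO wells and 100% = excess unlabeled TNYL-RAW peptide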
Target sequence (P54760 whole entry, looked up, the tested form may be a part): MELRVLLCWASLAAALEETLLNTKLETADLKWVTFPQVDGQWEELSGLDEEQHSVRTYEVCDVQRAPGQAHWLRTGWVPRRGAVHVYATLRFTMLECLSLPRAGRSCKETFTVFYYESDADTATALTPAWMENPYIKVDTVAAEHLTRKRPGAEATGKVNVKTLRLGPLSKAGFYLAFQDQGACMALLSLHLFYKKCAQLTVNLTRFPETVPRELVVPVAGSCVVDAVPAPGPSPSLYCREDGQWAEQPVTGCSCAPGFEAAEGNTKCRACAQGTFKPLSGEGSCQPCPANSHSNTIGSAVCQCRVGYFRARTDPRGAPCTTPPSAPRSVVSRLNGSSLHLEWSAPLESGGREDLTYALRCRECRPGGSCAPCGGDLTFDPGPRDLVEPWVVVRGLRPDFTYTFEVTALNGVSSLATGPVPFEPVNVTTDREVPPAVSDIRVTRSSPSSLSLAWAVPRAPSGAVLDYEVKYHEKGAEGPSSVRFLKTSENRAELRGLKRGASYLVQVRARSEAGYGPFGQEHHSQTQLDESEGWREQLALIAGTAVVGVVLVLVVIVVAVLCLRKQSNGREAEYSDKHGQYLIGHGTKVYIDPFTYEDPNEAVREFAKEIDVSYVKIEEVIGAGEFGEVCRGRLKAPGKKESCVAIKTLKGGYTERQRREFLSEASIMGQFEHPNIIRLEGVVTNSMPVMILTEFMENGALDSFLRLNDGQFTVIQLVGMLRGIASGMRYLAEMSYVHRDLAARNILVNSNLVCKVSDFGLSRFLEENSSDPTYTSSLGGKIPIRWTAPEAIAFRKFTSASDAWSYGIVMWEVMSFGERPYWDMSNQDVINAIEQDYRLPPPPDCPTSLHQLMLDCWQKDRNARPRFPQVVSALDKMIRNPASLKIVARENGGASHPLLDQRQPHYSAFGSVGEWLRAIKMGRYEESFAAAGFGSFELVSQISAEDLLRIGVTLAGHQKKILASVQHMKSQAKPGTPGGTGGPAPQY
Candida biofilm: clotrimazole potentiators killing Candida biofilms, primary screen, with clotrimazole, Alamar Blue; C. albicans biofilm + clotrimazole; inhibition, % at 6 µM; actives 0.14% (n = 85,000); AID 834, 2007;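 active = inhibition above 20%; inactive = inhibition below 20%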;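 also: preformed 24 hr biofilms exposed to compound for 48 hr; 0% = biofilm without compound and 100% = blank killed by clotrimazole plus chlorhexidine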
Numbers without * were called inactive; / = no result given.

SMILES | PLK1 inh | PTPN22 act | PLK1 PBD inh | CYP2C9 activ | CYP2C9 inhib | Rev-RRE block | LYP inh 2 | EphB4 ephrin blk | Candida biofilm
COc1ccc(OCc2nnc(SCC(=O)N3CCCc4ccccc43)n2-c2ccc(C)cc2)cc1 | -10 | -8 | -1 | 0.1 | 87* | 10 | 9 | 8 | -1
Cc1nc2cc(NC(=O)N3c4ccccc4CC3C)ccc2o1 (stereo not drawn) | -5 | -5 | 12 | 0.8 | 19 | 4 | 7 | 11 | 2
CC(C)(C)C1CCC(OC(=O)CN2CCOCC2)CC1 (stereo not drawn) | -8 | 12 | -10 | 1 | -3 | 2 | -10 | -5 | 2
Cc1ccc(OCCSc2nnc(-c3cccs3)n2C)cc1 | -8 | -2 | 4 | / | / | 5 | 1 | 7 | 2
O=C(Nc1ccccn1)c1ccco1 | -13 | 5 | 8 | 1 | 3 | 4 | -3 | -6 | 16
Cc1ccc(NC2=Nc3ccccc3CC2)cc1 | -12 | 1 | 4 | 0.6 | 38 | -3 | 0 | 5 | 5
Cn1c(C(O)c2ccccc2F)nc(Cl)c1Cl (stereo not drawn) | -10 | 20 | -8 | 1 | -3 | 3 | -19 | -9 | 7
CC(C)(C)c1ccc(C(=O)Nc2nonc2-c2nc3ccccc3[nH]2)cc1 | -12 | -7 | 0 | 0.9 | 10 | 24 | 6 | -1 | 5
Cc1ccc(-c2onc3ccc(C=O)cc23)cc1 | -7 | -5 | -12 | 0.8 | 25 | 10 | 6 | 1 | 3
O=C(Cc1ccccc1)Nc1ccc(NC(=O)c2ccco2)nc1 | -9 | -5 | 1 | 0.7 | 28 | -3 | 4 | 3 | 9
O=C(NCc1ccc2c(c1)OCO2)c1ccc2c(c1)C(=O)N(Cc1cccnc1)C2=O | -12 | 25 | -14 | 0.5 | 51* | 5 | -25 | -2 | 1
CC(=C/c1ccccc1)/C=C1/SC(N2CCOCC2)=NC1=O | -1 | 2 | 15 | 0.9 | 6 | 4 | 3 | -1 | /
CC(=O)N1CCC(N(C(=O)Nc2ccc(F)cc2)C2CCCC2)CC1 | -4 | -3 | 0 | 0.9 | 8 | 2 | 2 | -1 | -1
Cc1cc(NC(=O)c2ccc(Cn3nc(C)c(Br)c3C)o2)no1 | -1 | -6 | 28 | 0.7 | 32 | 9 | 5 | 7 | 5
CCOc1ccc(N/C=C/C(=O)c2ccc(C)cc2)c([N+](=O)[O-])c1 | -7 | 5 | 28 | 1.8 | -80 | 6 | 2 | -5 | /
CSc1nsc(SCC(=O)Nc2cccc(C(C)=O)c2)n1 | 0 | -7 | -22 | 0.5 | 51* | 2 | 6 | -3 | 6
CC(C)Oc1ccc(C(CC(=O)O)NC(=O)C2CCCCC2)cc1 (stereo not drawn) | -8 | 0 | 24 | 0.9 | 9 | 7 | 0 | 4 | 0
COc1ccc(NC(=O)CC2SC(=Nc3ccccc3)NC2=O)cc1 (stereo not drawn) | -7 | -7 | 9 | 1 | -2 | 1 | 10 | 4 | /
CCn1nnnc1SCC(=O)c1ccc2c(c1)OCCO2 | -9 | -13 | -1 | 0.8 | 20 | 1 | 14 | -5 | 7
C=CCn1c(Cn2nnc3ccccc32)nnc1SCC(=O)N/N=C/c1cc(Br)cc(OC)c1O | -7 | -9 | 6 | 0.5 | 54* | 4 | 7 | 5 | /
COc1ccc2c(c1)CCCC21NC(=O)N(CC(N)=O)C1=O (stereo not drawn) | -5 | 12 | -9 | 1 | -4 | 7 | -16 | -5 | 8
CCOc1ccc(-c2nnn(CC(=O)NCc3ccco3)n2)cc1OCC | -10 | 3 | 9 | / | / | -5 | -2 | 3 | 7
CN(C)C(CNC(=O)c1cccnc1Sc1ccccc1)c1ccco1 (stereo not drawn) | 6 | 3 | -5 | 0.9 | 10 | 2 | -6 | 0 | 4
Cc1cc(C)c2cc(CN(CC3CCCO3)S(=O)(=O)c3ccc4c(c3)OCCO4)c(=O)[nH]c2c1 (stereo not drawn) | -14 | -10 | -25 | 0.3 | 73* | 4 | 9 | 5 | -4
Cc1ccc(/C=N/N2CCN(Cc3cccc4ccccc34)CC2)o1 | -2 | -4 | 13 | 1.3 | -33 | 4 | 3 | -3 | 2
Continuation:
SMILES | PLK1 inh | PTPN22 act | PLK1 PBD inh | CYP2C9 activ | CYP2C9 inhib | Rev-RRE block | LYP inh 2 | EphB4 ephrin blk | Candida biofilm
O=C1N=C(N2CCCCC2)SC1=C1CCCCC1 | -12 | -8 | 4 | 0.8 | 19 | 3 | 9 | 2 | 5
CCN1CCN(C(=O)C2CCN(S(=O)(=O)c3cccc4cccnc34)CC2)CC1 | -2 | 8 | -9 | 1.7 | -72 | / | -10 | / | -3
O=C(Cc1cccc2ccccc12)NNC(=O)c1cccs1 | -13 | 8 | -2 | 1 | -2 | 9 | -4 | 7 | /
Cc1[nH]n(-c2ccc([N+](=O)[O-])cc2)c(=O)c1C=NCCN1CCN(C(=O)c2cccc(F)c2)CC1 | -2 | 5 | 0 | 0.5 | 48 | 15 | -5 | 1 | -1
C#CCOC(=O)c1ccccc1C(=O)n1nnc2ccccc21 | -8 | -1 | -11 | 0.3 | 66* | 3 | 0 | -7 | 3
Cc1[nH]c(=O)c(C#N)c2c1CCCC2 | -4 | -6 | -15 | 1.1 | -12 | 5 | 10 | 9 | -2
COc1ccc2c(C)cc(N3CCOCC3)nc2c1 | -2 | 12 | -9 | 0.8 | 21 | 11 | -10 | 7 | 4
COc1ccc(Cc2nnc(SCC(=O)N3CCc4ccccc4C3)o2)cc1 | -9 | 11 | 7 | 0.8 | 17 | 2 | -15 | -3 | -1
CN(C(=O)CSc1nnc(Cc2cccc3ccccc23)n1N)C1CCS(=O)(=O)C1 (stereo not drawn) | -5 | -8 | 15 | 2* | -98 | 10 | 9 | 0 | /
CCCCCC(=O)Nc1nc(C)c(-c2csc(Nc3ccccc3OC)n2)s1 | -9 | -2 | -8 | 0.5 | 46 | 0 | 6 | 3 | /
Cn1c(SCc2c(F)cccc2Cl)nnc1-c1cccs1 | -13 | -4 | 18 | 0.8 | 20 | 0 | 2 | 1 | 5
CCOc1cc(CNCCc2ccc(S(N)(=O)=O)cc2)ccc1OCc1ccc(Cl)cc1 | 3 | 1 | -1 | 0.6 | 35 | 11 | 1 | -3 | /
COc1ccc(-c2nc(-c3cccs3)c(-c3cccs3)[nH]2)cc1O | -3 | -10 | 9 | 0 | 96* | 1 | 7 | -9 | 6
COc1ccc(C)cc1S(=O)(=O)Nc1ccccc1 | -40 | 14 | 5 | 0.6 | 38 | -2 | -12 | -2 | 12
c1ccc(-c2cc(-c3nnc4sc(-c5ccccn5)nn34)[nH]n2)cc1 | -2 | -6 | -2 | 1 | -2 | 10 | 4 | 3 | 7
O=C(CCN1C(=O)c2ccccc2C1=O)Nc1ccc(S(=O)(=O)N2CCOCC2)cc1 | -4 | -8 | -16 | 0.5 | 49 | 0 | 7 | -6 | 2
CC1CCN(c2cc(=O)n(C3CCCCC3)c(=O)[nH]2)CC1 | -1 | 0 | -14 | 1 | -3 | 0 | -1 | 4 | 5
Cc1ccc2nc(NC(=O)c3ccc(Cl)s3)sc2c1 | -11 | 1 | 12 | 1 | 1 | 12 | -4 | 1 | 3
O=C(Nc1cc(C(=O)N2CCOCC2)cc(C(=O)N2CCOCC2)c1)c1cc(F)c(F)cc1Cl | -8 | 1 | -5 | 1 | -4 | 9 | -2 | 4 | 3
CCc1ccccc1NC(=O)Cn1nnc(-c2cccs2)n1 | -4 | 2 | 1 | 0.9 | 7 | -5 | -3 | -4 | 3
CC(C)C(=O)Nc1cccc(C(=O)N2CCCCC2C)c1 (stereo not drawn) | 9 | -8 | -5 | 0.8 | 21 | 0 | 9 | -5 | 1
COCCNC(=O)NC(=O)COC(=O)C12CC3CC(CC(NC(C)=O)(C3)C1)C2 | -6 | 2 | -12 | 0.8 | 23 | 3 | -2 | 7 | -1
CCOc1ccc(-c2noc(COC)n2)cc1OC | -16 | -3 | 25 | 1.1 | -9 | 5 | 4 | -2 | 4
O=S(=O)(c1ccc2c(c1)OCCO2)N1CCN(c2cccc(Cl)c2)CC1 | -16 | -3 | -8 | 0.4 | 58* | 4 | 5 | 3 | 7
CC12CC3CC(C)(C1)CC(C(=O)NC1=NCCS1)(C3)C2 | -21 | -7 | 0 | 1.1 | -9 | 11 | 9 | -4 | 6
COc1cc(S(=O)(=O)N(Cc2ccc(C)cc2)Cc2ccco2)ccc1-n1cnnn1 | -11 | 3 | -2 | 0.5 | 53* | 20 | -1 | 4 | 8

Compounds from the list above that have a halogen, in the order listed:
SMILES | PLK1 inh | PTPN22 act | PLK1 PBD inh | CYP2C9 activ | CYP2C9 inhib | Rev-RRE block | LYP inh 2 | EphB4 ephrin blk | Candida biofilm
Cn1c(C(O)c2ccccc2F)nc(Cl)c1Cl (stereo not drawn) | -10 | 20 | -8 | 1 | -3 | 3 | -19 | -9 | 7
CC(=O)N1CCC(N(C(=O)Nc2ccc(F)cc2)C2CCCC2)CC1 | -4 | -3 | 0 | 0.9 | 8 | 2 | 2 | -1 | -1
Cc1cc(NC(=O)c2ccc(Cn3nc(C)c(Br)c3C)o2)no1 | -1 | -6 | 28 | 0.7 | 32 | 9 | 5 | 7 | 5
C=CCn1c(Cn2nnc3ccccc32)nnc1SCC(=O)N/N=C/c1cc(Br)cc(OC)c1O | -7 | -9 | 6 | 0.5 | 54* | 4 | 7 | 5 | /
Cc1[nH]n(-c2ccc([N+](=O)[O-])cc2)c(=O)c1C=NCCN1CCN(C(=O)c2cccc(F)c2)CC1 | -2 | 5 | 0 | 0.5 | 48 | 15 | -5 | 1 | -1
Cn1c(SCc2c(F)cccc2Cl)nnc1-c1cccs1 | -13 | -4 | 18 | 0.8 | 20 | 0 | 2 | 1 | 5
CCOc1cc(CNCCc2ccc(S(N)(=O)=O)cc2)ccc1OCc1ccc(Cl)cc1 | 3 | 1 | -1 | 0.6 | 35 | 11 | 1 | -3 | /
Cc1ccc2nc(NC(=O)c3ccc(Cl)s3)sc2c1 | -11 | 1 | 12 | 1 | 1 | 12 | -4 | 1 | 3
O=C(Nc1cc(C(=O)N2CCOCC2)cc(C(=O)N2CCOCC2)c1)c1cc(F)c(F)cc1Cl | -8 | 1 | -5 | 1 | -4 | 9 | -2 | 4 | 3
O=S(=O)(c1ccc2c(c1)OCCO2)N1CCN(c2cccc(Cl)c2)CC1 | -16 | -3 | -8 | 0.4 | 58* | 4 | 5 | 3 | 7

Screening data from PubChem BioAssay.
